Bioassay records deposited in PubChem by Center for Chemical Genomics, University of Michigan.
Dicer inh – human Dicer pre-microRNA cleavage inhibition | Q9UPY3 | cat-ELCCA pre-miR-21 Dicer processing, chemiluminescence; hits give high values | z-score at 25 µM | actives 6% (n = 47,000); in the data active = z-score above about 3, passing the limit was not always enough;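 note: plate controls were vehicle for no effect and no enzyme for full effect; higher signal means more uncleaved substrate so more Dicer inhibition; strong numbers were not always called active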
Target sequence (Q9UPY3 whole entry, looked up): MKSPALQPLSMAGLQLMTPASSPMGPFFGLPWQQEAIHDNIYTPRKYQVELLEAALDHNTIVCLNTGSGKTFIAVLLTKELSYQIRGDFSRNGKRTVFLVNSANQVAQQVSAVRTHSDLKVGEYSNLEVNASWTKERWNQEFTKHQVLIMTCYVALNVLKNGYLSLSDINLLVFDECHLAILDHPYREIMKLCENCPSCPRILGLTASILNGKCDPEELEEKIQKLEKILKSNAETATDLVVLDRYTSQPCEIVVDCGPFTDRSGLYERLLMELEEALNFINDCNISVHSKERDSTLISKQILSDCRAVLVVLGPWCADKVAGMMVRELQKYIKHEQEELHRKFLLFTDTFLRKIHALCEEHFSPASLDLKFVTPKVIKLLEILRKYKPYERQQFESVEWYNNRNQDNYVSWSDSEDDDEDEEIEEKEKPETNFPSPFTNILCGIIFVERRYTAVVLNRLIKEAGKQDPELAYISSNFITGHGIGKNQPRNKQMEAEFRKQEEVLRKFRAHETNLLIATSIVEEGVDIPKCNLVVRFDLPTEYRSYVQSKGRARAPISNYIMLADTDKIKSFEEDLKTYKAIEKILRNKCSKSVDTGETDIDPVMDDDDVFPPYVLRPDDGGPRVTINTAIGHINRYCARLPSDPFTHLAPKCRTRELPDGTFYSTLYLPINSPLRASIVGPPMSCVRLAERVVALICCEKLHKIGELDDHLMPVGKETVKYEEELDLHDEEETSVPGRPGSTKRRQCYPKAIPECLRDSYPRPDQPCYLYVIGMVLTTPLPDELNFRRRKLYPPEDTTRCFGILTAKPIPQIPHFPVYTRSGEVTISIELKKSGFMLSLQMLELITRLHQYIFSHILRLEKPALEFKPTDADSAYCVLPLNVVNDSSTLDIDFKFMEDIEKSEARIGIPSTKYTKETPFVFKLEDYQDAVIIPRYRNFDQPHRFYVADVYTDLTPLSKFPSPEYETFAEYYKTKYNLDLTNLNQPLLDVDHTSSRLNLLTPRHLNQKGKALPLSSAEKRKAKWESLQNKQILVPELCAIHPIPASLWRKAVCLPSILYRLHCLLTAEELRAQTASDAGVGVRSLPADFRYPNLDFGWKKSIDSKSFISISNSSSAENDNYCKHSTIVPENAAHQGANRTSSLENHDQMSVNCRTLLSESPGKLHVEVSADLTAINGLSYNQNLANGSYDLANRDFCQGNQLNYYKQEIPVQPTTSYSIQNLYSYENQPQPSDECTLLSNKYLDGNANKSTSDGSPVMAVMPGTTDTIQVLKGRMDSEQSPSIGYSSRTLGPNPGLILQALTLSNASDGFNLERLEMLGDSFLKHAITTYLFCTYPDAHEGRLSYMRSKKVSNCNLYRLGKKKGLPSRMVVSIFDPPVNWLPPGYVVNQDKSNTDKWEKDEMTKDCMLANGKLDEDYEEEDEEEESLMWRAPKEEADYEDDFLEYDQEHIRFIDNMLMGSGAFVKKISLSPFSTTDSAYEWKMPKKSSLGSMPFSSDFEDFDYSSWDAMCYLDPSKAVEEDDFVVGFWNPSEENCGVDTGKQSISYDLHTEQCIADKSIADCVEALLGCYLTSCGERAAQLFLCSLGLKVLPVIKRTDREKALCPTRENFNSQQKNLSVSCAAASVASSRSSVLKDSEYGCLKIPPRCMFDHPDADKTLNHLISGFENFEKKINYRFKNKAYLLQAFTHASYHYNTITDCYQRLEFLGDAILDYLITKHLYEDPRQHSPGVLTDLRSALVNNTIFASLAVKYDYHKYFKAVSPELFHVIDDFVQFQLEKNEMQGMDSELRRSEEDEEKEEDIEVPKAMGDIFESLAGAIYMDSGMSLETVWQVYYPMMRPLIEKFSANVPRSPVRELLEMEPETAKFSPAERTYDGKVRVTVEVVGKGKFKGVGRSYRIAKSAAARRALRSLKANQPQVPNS
Active calls of the source: *.

SMILES	Dicer inh
Cc1nc(-c2ccc3c(c2)OCC3)sc1C(=O)Nc1ccc2c(c1)OCCO2	-2
Cc1nn(C(=O)c2ccc(C(F)(F)F)cc2)c(C)c1Oc1ccc(Cl)cc1	-0.37
N#Cc1ccc(-c2ccc3c(c2)OCCO3)[nH]c1=S	0.46
CCOC(=O)c1cnc2c(-c3ccccc3)c(C(F)(F)F)sc2c1N1CCCC1	-0.49
Cc1ccc2cc(NC(=O)c3ccccc3)ccc2n1	-0.26
S=c1nc(-c2ccc(Cl)cc2)[nH][nH]1	-1.6
Nc1nc2c3ccccc3nc(C3CC3)n2n1	-1.6
COc1ccc(-c2cc(OC(=O)c3ccccc3C)c3c(C)oc(C)c3c(=O)c2)cc1	6.7*
CC1=C(C(=O)Nc2cccc(F)c2)C(c2ccsc2)C2=C(CC(C)(C)CC2=O)N1 (configuration not stated)	3.7*
O=C(O)c1ccc(Nc2nc(N3CCOCC3)ccc2[N+](=O)[O-])cc1	1.2
O=C(O)CSc1nnc2c(n1)[nH]c1ccccc12	-0.46
CC1(C)CC(=O)C2=C(C1)Nc1ccccc1N(C(=O)c1ccccc1)C2c1ccc2c(c1)OCO2 (configuration not stated)	0.68
Nc1nc2c(nc(N3CCCC3)n2[C@H]2O[C@@H](CO)[C@H](O)[C@@H]2O)c(=O)[nH]1	-1.6
N#Cc1c(Oc2ccccc2)ccc([N+](=O)[O-])c1Oc1ccccc1	1.8
CC(=O)Nc1nc(-c2ccc3ccccc3c2)cs1	0.21

Entries above that have fluorine:
SMILES	Dicer inh
Cc1nn(C(=O)c2ccc(C(F)(F)F)cc2)c(C)c1Oc1ccc(Cl)cc1	-0.37
CCOC(=O)c1cnc2c(-c3ccccc3)c(C(F)(F)F)sc2c1N1CCCC1	-0.49
CC1=C(C(=O)Nc2cccc(F)c2)C(c2ccsc2)C2=C(CC(C)(C)CC2=O)N1 (configuration not stated)	3.7*

Following part:
SMILES	Dicer inh
CCc1ccc(C(=O)/C=C/Sc2nc(C)cc(C)n2)cc1	-0.9
COc1ccc(CSc2nc(C)[nH]c2[N+](=O)[O-])cc1Br	-3.7
CC(=O)N1CC(=O)N/C(=C\c2cccnc2)C1=O	0.93
Cc1c(NC(=O)C2COc3ccccc3O2)c(=O)n(-c2ccccc2)n1C (configuration not stated)	-0.69
CCOC(=O)Cn1c(=O)c(-c2nc(C(C)(C)C)cs2)cn(C(C)C)c1=O	-0.83
CC(=O)Nc1nc(CC(C)C)cc(-c2ccco2)c1C#N	-0.49
O=C1Nc2ccccc2C(=O)C1=Ic1ccccc1	1.9
c1ccc(-c2nnc(N3CCCC3)nc2-c2ccccc2)cc1	-1.3
CCCSC1=C(C#N)C(c2ccc(C)cc2)CC(=O)N1 (configuration not stated)	0.25
O=C1/C(=C\c2ccc([N+](=O)[O-])cc2)N=C2SCCCN12	-1.1
CCCCOC(=O)NC(NN1CCN(C)CC1)(C(F)(F)F)C(F)(F)F	0.09
CCc1ccc(-c2c(C#N)c(N)nc3c2CCCC3)s1	-0.84
COc1ccc(-c2noc(C(C)(C)Oc3ccc(Cl)cc3)n2)cc1OC	1.5
NNC(=O)c1ccc([N+](=O)[O-])cc1Cl	-0.83
CS(=O)(=NC(=O)NS(=O)(=O)Oc1ccc(Cl)cc1Cl)c1ccc(Cl)cc1 (configuration not stated)	1.7
Nc1nccc(-c2cccc(Cl)c2F)n1	0.66
COC(=O)Cc1cc(=O)n(-c2nc3ccccc3[nH]2)[nH]1	4.6*
O=C(Nc1ccccc1)c1ccc2ccccc2c1O	0.47
CCN1C(=O)C2(/C(=C(/O)c3ccccc3)C(=O)C(=O)N2CCCOC)c2ccccc21 (configuration not stated)	3.5*
CCOc1ccc(NC2CC(=O)N(c3ccc(OC)cc3OC)C2=O)cc1 (configuration not stated)	-1.9
CCOC(=O)c1nn(-c2ccc(C)cc2)c2nc3ccccc3n12	1.2
CCOC(=O)C1=C(C)N=C2SCC(=O)N2C1c1ccc(OC)c2ccccc12 (configuration not stated)	-0.66
CCCN/C(C)=C(/C(=O)OCC)C(=S)Nc1ccc(OCC)cc1	2
O=C(O)c1ccccc1SC(C[N+](=O)[O-])c1ccc2ccccc2c1 (configuration not stated)	-1.6
CC1=C(C#N)C(c2ccc(F)cc2)C2=C(CC(c3ccccc3)CC2=O)N1 (configuration not stated)	1.1
CC1CCCCN1C(=O)c1nn2c(c1Cl)NC(c1cccs1)CC2C(F)(F)F (configuration not stated)	1.6
OCC1O[C@H]([S-])[C@@H](O)C(O)[C@@H]1O.[Au+] (some centres not stated)	-1.5
O=C(COc1ccc(Cl)cc1)NC1CCSC1=O (configuration not stated)	0.2
Cc1cc(C)nc(NC=C2C(=O)OC(C)(C)OC2=O)n1	0.31
CC(=O)Oc1cccc(-c2nc3ccccc3c(=O)o2)c1	1.7
O=C1c2oc3ccccc3c(=O)c2C(c2ccccc2F)N1c1ccccn1 (configuration not stated)	2.1
N#Cc1c(C(F)(F)F)cc(-c2ccc(Cl)cc2)nc1SCC(=O)O	0.28
NS(=O)(=O)c1ccc(-c2cc(C(F)(F)F)ccn2)s1	0.71
COC(=O)c1c(OC)ccc(NC(=O)CSc2nc(C)cc(C)n2)c1OC	-0.94
COc1ccc(C(=O)CC2(O)C(=O)N(C(C)C)c3ccccc32)cc1OC (configuration not stated)	0.88
O=c1n(Cc2ccc(Cl)cc2Cl)c2ccccc2n1Cc1ccc(Cl)cc1Cl	-1.9
O=c1cc(C(F)(F)F)nc(-c2ccccn2)[nH]1	-0.28
O=C1CC(c2cccs2)c2c(n[nH]c2-c2ccc(Cl)cc2)N1 (configuration not stated)	0.61
c1ccc2c(CSc3nnc(C4CCNCC4)o3)cccc2c1	-0.73
CCOC(=O)CS(=O)c1nc2c(c(C(F)(F)F)n1)CCc1ccccc1-2 (configuration not stated)	-3.1
CC(C)NC(=O)NC1CCCCNC1=O (configuration not stated)	-0.51
O=C1C(=O)N(Cc2cccnc2)C(c2ccccc2)/C1=C(\O)c1ccc(F)cc1 (configuration not stated)	1.4
CC(C)(C)c1cc(Br)ccc1OCC(=O)Nc1ncn[nH]1	0.61
O=C(OCc1ccccc1Br)c1cc([N+](=O)[O-])cc2c1-c1ccc([N+](=O)[O-])cc1/C2=N\O	-1.6
COc1ccc(-c2cc(-c3ccc(Br)cc3)n3ncnc3n2)cc1OC	-0.53
CCOC(=O)c1ccc2c(c1)[C@@H]1C=CC[C@@H]1[C@H](c1ccc(C(=O)O)cc1)N2	0.06
COc1ccc(C2CC(=O)C=C(NC3Cc4ccccc4C3)C2)cc1 (configuration not stated)	0.29
O=C(CN1C(=O)c2ccccc2S1(=O)=O)Nc1ccc(OC(F)(F)F)cc1	-1.1
ON/C=N/c1nnc(Cc2ccc(F)cc2)s1	0.97
COC(=O)c1c(C)oc(C)c1S(=O)(=O)NC(C)(C)C	-0.91
COc1ccc(N2C(=O)CC(N3CCN(C4CC(=O)N(c5ccc(OC)cc5)C4=O)CC3)C2=O)cc1 (configuration not stated)	-1.4
CCn1c[n+](CC(O)COCc2ccccc2)c2ccccc21 (configuration not stated)	-0.35
Cn1c(=O)c2cc3ccccc3nc2n(C)c1=O	-0.12
COc1ccc(NC(=O)Nc2sc(=S)n(C)c2C)cc1	-0.83
CCOC(=O)[C@@](C)(N)Cc1ccc(O)c(O)c1	0.4
O=C(NNC(=S)Nc1ccccc1C(F)(F)F)c1ccc(-c2ccc(Cl)cc2)s1	4.3*
COC(=O)C1=NOC2C(=O)N(c3ccccc3)C(=O)C12 (configuration not stated)	-3.8
OC(c1ccc(Br)cc1)C1CC1 (configuration not stated)	2.1
CC1=CC(C)C2COC(c3ccccc3O)C1C2 (configuration not stated)	0.99
c1ccc(Oc2ncnc3sc4c(c23)CCCC4)cc1	1.1

Continued:
SMILES	Dicer inh
COc1ccccc1C1=NOC(COC(=O)c2ccc3ccccc3n2)C1 (configuration not stated)	-1.3
O=c1c2c(-c3ccccc3)csc2ncn1Cc1c(F)cccc1Cl	4
Cc1cccnc1NC1OC(=O)c2ccccc21 (configuration not stated)	-1.5
FC(F)(F)c1cccc(CSC2=NCCCN2)c1	0.46
O=C(O)C1C2C=CC(C2)C1C(=O)NCc1cccnc1 (configuration not stated)	-0.71
CCOc1ccc(C2c3c(oc4ccc(C)cc4c3=O)C(=O)N2c2nc(C)c(C)s2)cc1OC (configuration not stated)	0.85
COC(=O)c1ccc(C2C3=C(CCCC3=O)NC3=C2C(=O)c2ccccc23)cc1 (configuration not stated)	-0.7
O=[N+]([O-])c1ccc(Oc2c(Cl)cccc2Cl)nc1	-0.86
O=c1[nH]c2c(sc3nnc(-c4ccccc4)c(-c4ccccc4)c32)c(=O)n1-c1ccc(Cl)cc1	1.4
O=C(Nc1ccc2c(c1)C(=O)OC2)NC1CCCCC1	-1.1
CC(C)(C)c1nccc(-c2nn(-c3ccc(F)cc3)ccc2=O)n1	-0.69
Cc1cccc(NS(=O)(=O)C2CCS(=O)(=O)C2)c1 (configuration not stated)	2.2
c1cc2c(cc1CNCCCN1CCOCC1)OCO2	5.8*
Fc1ccc(Cn2ccnc2-c2ccc(C(F)(F)F)cc2)cc1	0.67
Cc1nn(-c2ccccc2)c2[nH]c(=O)c(C#N)c(-c3ccccc3)c12	1.8
C=CCn1c(SCc2n[nH]c(=S)n2-c2ccccc2)nnc1-c1ccccc1	0.58
O=C(Cn1c(=O)n(-c2ccccc2)c(=O)c2cc(-c3ccccc3)sc21)c1ccccc1	-0.14
Cc1ccc(N2C(=O)c3ccccc3S2(=O)=O)cc1C	1.2
O=[N+]([O-])c1cc(Br)c(Oc2cncc(Cl)c2)cc1Oc1cncc(Cl)c1	-1.4
CCCCc1ncc(/C=C2\C(=O)Nc3ccccc32)[nH]1	-0.31
O=c1[nH]nc(Sc2ncc([N+](=O)[O-])s2)n1Cc1ccccc1	-0.2
c1coc(-c2cn3ccc4ccccc4c3n2)c1	-0.65
CCCc1nc(N)ncc1C(=O)OCC	-1.5
CCOc1cc(C2C(C#N)=C(N)Oc3n[nH]c(C)c32)ccc1O (configuration not stated)	-5
Cc1ccc(C(=O)/C=C/S/C=C/C(=O)c2ccc(C)cc2)cc1	-1.9
CCOC(=O)c1nn(-c2ccc(Cl)cc2)c(=O)c(C#N)c1C	-1.6
CCOC(=O)c1sc(-c2ccc(C(F)(F)F)cc2)nc1O	-0.27
COc1ccc(C2C(C(=O)OC(C)C)=C(C)NC3=C2C(=O)CCC3)c(OC)c1 (configuration not stated)	0.75
CSc1nnc(SCc2nc(-c3ccc(Cl)cc3)cs2)s1	-0.98
CC(CCC(=O)Nc1nccs1)C(=O)O (configuration not stated)	-0.49

Among those listed so far, 10 contain an aryl thioether with sulfur outside any ring.
SMILES	Dicer inh
O=C(O)CSc1nnc2c(n1)[nH]c1ccccc12	-0.46
CCc1ccc(C(=O)/C=C/Sc2nc(C)cc(C)n2)cc1	-0.9
COc1ccc(CSc2nc(C)[nH]c2[N+](=O)[O-])cc1Br	-3.7
O=C(O)c1ccccc1SC(C[N+](=O)[O-])c1ccc2ccccc2c1 (configuration not stated)	-1.6
N#Cc1c(C(F)(F)F)cc(-c2ccc(Cl)cc2)nc1SCC(=O)O	0.28
COC(=O)c1c(OC)ccc(NC(=O)CSc2nc(C)cc(C)n2)c1OC	-0.94
c1ccc2c(CSc3nnc(C4CCNCC4)o3)cccc2c1	-0.73
C=CCn1c(SCc2n[nH]c(=S)n2-c2ccccc2)nnc1-c1ccccc1	0.58
O=c1[nH]nc(Sc2ncc([N+](=O)[O-])s2)n1Cc1ccccc1	-0.2
CSc1nnc(SCc2nc(-c3ccc(Cl)cc3)cs2)s1	-0.98

Other structures follow.
SMILES	Dicer inh
COc1ccc(C2/C(=C(\O)c3ccc(C)cc3)C(=O)C(=O)N2CCN(C)C)cc1OC (configuration not stated)	2
Brc1ccc(C2=CC(c3cccs3)n3ncnc3N2)cc1 (configuration not stated)	-0.44
O=S(=O)(Cc1ccccc1)c1nc2ccccc2[nH]1	0.84
Cn1c(=O)c(Nc2ccccc2)c2c3c(cccc31)C(=O)c1ccccc1-2	3.3*
Cc1cc(C)c2c(n1)sc1c(=O)n(C)cnc12	1.7
CCCS(=O)(=O)c1cnc(C)nc1N	-0.66
CC(C)c1ccc(N2C=Nc3ccc(C(C)C)cc3C2)cc1	0.31
CC(C)(C)c1cc(OS(=O)(=O)c2ccc(Cl)cc2)c(C(C)(C)C)cc1OS(=O)(=O)c1ccc(Cl)cc1	-1.9
Cc1cccc(C)c1NC(=O)c1cnc(Sc2ccccc2)cc1C(F)(F)F	-1.1
O=C(/C=C/Nc1ccc(Cl)cc1Cl)C(F)(F)F	0.11
O=C(Nc1ccccc1Cl)C1COc2ccccc2O1 (configuration not stated)	0.57
CCOC(=O)CSc1nc2ccccc2[nH]1	-0.04
CCc1ccc(C2C(C#N)=C(C)NC3=C2C(=O)CC(C)(C)C3)cc1 (configuration not stated)	-1
COc1ccccc1/C=C/c1nc2ccccc2n1C	-0.47
COC(=O)c1sc(C(F)(F)F)c(-c2ccccc2)c1S(=O)(=O)N1CCCC1	1.8
COc1ccccc1C1CC(=O)C2=C(C1)NC(C)=C(C(=O)OC(C)C)C2c1coc2ccccc2c1=O (configuration not stated)	0.03
O=C(CSc1ccc2ccccc2n1)Nc1nsc(-c2ccccc2)n1	2.1
O=C(CSc1nnc(-c2ccc(O)cc2)o1)c1ccc(Br)cc1	-2.4
O=C(N=S1CCN(c2sccc2[N+](=O)[O-])CC1)Nc1ccc(Cl)cc1Cl	-0.17
CNC(=S)NNC(=O)CSc1cc(C(F)(F)F)nc2ccccc12	-0.64
CCCCN1Cc2c(nc3cc(C(C)(C)C)[nH]n3c2=O)C1=O	-2.9
C/C(=N\Nc1nc2c(c(=O)n(C)c(=O)n2C)n1Cc1ccccc1)c1ccncc1	0.42
CCOC(=O)c1ccc(N2CCOCC2)c(NS(=O)(=O)c2cc(Br)c(Cl)s2)c1	2
CC(C)N(Cc1ccccc1)S(=O)(=O)c1ccc(CNC(=O)c2ccc(Cl)cc2)s1	-1

This is a subset; count on the stated rates, not on these rows.
